High-throughput results (PubChem BioAssay)
hIAP act: human IAP activation | purified human IAP, CDP-Star luminescence, 30 min; stronger effect = higher value; 1 = vehicle-only enzyme, 0 = enzyme-free background | P09923 | activation factor at 10 µM | 330,000 tested, 0.16% active | AID 2524;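 active = activation factor of the enzyme at least 2-fold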; note: the source names both 10 and 20 µM as test concentration; values of inactives mirror those of a sister screen read the other way
Target sequence (P09923 whole entry, looked up): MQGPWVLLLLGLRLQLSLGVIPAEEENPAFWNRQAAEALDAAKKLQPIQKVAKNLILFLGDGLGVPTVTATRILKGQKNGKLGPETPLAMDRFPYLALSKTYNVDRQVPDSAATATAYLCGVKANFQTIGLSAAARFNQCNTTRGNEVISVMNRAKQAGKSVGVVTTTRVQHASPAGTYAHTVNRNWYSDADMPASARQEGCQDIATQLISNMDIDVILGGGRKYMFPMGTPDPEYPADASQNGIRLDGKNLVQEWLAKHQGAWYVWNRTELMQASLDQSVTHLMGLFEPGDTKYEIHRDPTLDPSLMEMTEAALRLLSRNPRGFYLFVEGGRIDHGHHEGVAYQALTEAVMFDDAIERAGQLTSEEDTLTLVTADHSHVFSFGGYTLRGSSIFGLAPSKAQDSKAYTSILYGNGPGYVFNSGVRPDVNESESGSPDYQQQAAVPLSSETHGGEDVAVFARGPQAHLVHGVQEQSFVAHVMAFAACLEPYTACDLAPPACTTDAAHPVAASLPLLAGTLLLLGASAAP
SENP6 inh: blocks the human protease SENP6; Q9GZR1; inhibition, % at 10 µM; 330,000 tested, 1.8% active; Recombinant SENP6 catalytic domain, aminoluciferin luminescence;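 active = inhibition above about 50% at the single tested dose, limit read from the data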;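 note: plate controls were DMSO wells with enzyme for no effect and DMSO wells lacking enzyme for full effect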
Target sequence (Q9GZR1 628-1112 limits assumed): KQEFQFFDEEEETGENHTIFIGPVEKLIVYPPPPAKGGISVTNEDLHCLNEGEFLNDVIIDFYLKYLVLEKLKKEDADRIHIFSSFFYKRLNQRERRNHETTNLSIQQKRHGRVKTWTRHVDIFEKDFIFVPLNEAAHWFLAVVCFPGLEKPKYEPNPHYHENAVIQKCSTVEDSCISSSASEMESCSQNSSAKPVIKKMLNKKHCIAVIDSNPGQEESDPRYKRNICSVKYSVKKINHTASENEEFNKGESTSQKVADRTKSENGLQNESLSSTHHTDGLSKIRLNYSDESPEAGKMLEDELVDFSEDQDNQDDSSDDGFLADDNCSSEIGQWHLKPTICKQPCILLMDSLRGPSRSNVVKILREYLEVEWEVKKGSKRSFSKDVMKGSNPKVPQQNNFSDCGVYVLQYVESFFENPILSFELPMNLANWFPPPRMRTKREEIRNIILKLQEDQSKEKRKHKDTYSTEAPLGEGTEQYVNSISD
GRIN3A LBD mod: modulates the human NR3A ligand-binding domain; 340,000 tested, 2.5% active; AID 1259313; Tm shift relative to glycine control, % at 25 µM; NR3A LBD differential scanning fluorimetry, Tm shift; 0% = protein alone, 100% = glycine-bound protein;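 active = melting temperature shift of at least 10% of the positive control shift, at one fixed dose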
SENP1 FRET inh: SENP1 (human) catalytic domain inhibition; Q9P0U3; recombinant SENP1 catalytic domain, CyPet-SUMO1-YPet FRET cleavage; inhibition, % at 10 µM; 360,000 tested, 0.21% active; AID 624204;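 active = inhibition at least 30% at 10 µM, raw YFP signal under a set limit, fluorescence ratio 0.5 to 1.5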;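 note: 0% = enzyme with DMSO and 100% = no enzyme wells; some results filed as inactive read as strong as hits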
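Assay system: hSENP1 catalytic domain, recombinant. Amount: SENP1 enzyme, 20 pM final. Schedule: 50 min reaction, RT, dark. Technique: FRET, CFP and YFP emission. Control set: no-enzyme wells low, DMSO-plus-enzyme wells high control.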
ATG4B inh: blocks human ATG4B protease cleavage of LC3 substrate. ATG4B cleavage of LC3-PLA2, NBD-HPC fluorescence, 1 h. inhibition, % at 8.33 µM. AID 504462. 340,000 tested, 0.51% active; in the data active = inhibition above about 40%
SENP8 block: inhibitors of human SENP8 protease; Q96LD8; recombinant SENP8, Nedd8 substrate fluorescence; inhibition, % at 20 µM; 360,000 tested, 0.64% active; in the data active = inhibition mostly above about 40%, no sharp cut-off; inactive = mostly below about 27%
PfGluPho inh: PfG6PD (Plasmodium falciparum) enzyme inhibition; PfGluPho enzyme, NADPH resazurin-diaphorase fluorescence; inhibition, % at 20 µM; 350,000 tested, 0.78% active; AID 504690;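 active = inhibition reaching at least a set limit at 20 µM in the primary screen, cut at about 59% in these data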;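 note: 0% = DMSO wells with substrate and 100% = DMSO wells lacking glucose-6-phosphate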
MPTP block: blocks calcium-induced mitochondrial swelling | isolated mouse mitochondria, Ca2+ swelling absorbance, 30 min | inhibition, % at 10 µM | 360,000 tested, 1.4% active | AID 602449;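 active = inhibition of 50% or more, scaled per plate between neutral and stimulator controls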;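 note: 0% = DMSO wells given calcium and 100% = 1 mM EGTA wells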
Numbers without * were called inactive; i = inactive; nt = not tested or not shown.

SMILES | hIAP act | SENP6 inh | GRIN3A LBD mod | SENP1 FRET inh | ATG4B inh | SENP8 block | PfGluPho inh | MPTP block
Nc1nnc(SCc2ccc(F)cc2Cl)s1 | 0.93 | 3 | 1 | -1 | 19 | 15 | -14 | -1.6
COc1ccccc1N/C=C/c1onc(C)c1[N+](=O)[O-] | 0.69 | 99* | 0 | -24 | 4 | 22 | -2 | 6.1
Cc1ccc(C(C)(C)C)cc1S(=O)(=O)NC(=O)c1ccccc1 | 1.1 | -24 | 4 | 2 | -5 | -1 | -26 | -1.4
COc1ccc(OCC(=O)Nc2ccc3c(c2)nc(CCN2CCN(C)CC2)n3C)cc1 | 1.1 | -2 | 1 | -2 | 8 | 19 | -16 | 0.2
O=C(Nc1ccccc1N1CCCC1)c1ccccc1F | 1.2 | -22 | -1 | -2 | 5 | 4 | -1 | 0.3
O=C1C(=O)N(CCN2CCOCC2)C(c2ccccn2)/C1=C(/O)c1ccc(Cl)cc1 (stereo not given) | 1 | 15 | 2 | -47 | -14 | 12 | 2 | -0.9
O=C1C2CCCCN2C(=O)N1CCCCN1CCN(c2cccc(Br)c2)CC1 (stereo not given) | 1 | 8 | -1 | 4 | -3 | 18 | 4 | 0.9
O=C(O)CCCn1c(=O)[nH]c2ccccc2c1=O | 0.89 | 5 | 1 | 1 | -10 | 11 | 5 | 1.6
COC(=O)COc1cccc(NC(=O)c2cc(OC)cc(OC)c2)c1 | 0.97 | 26 | 0 | 0 | -6 | 1 | 7 | -1.3
O=C(Nc1nc(-c2ccc(S(=O)(=O)N3CCCCCC3)cc2)cs1)c1cccs1 | 1.1 | -19 | 4 | -3 | -17 | -38 | 2 | 3.8
CC(C)C1C(C#N)=C(N)SC(N)=C1C#N | 1.1 | -7 | 3 | -7 | -7 | 8 | 12 | 2.2
Cc1nnc(SCC(=O)Nc2sc3c(c2C(=O)c2ccccc2)CCCC3)s1 | 0.89 | -14 | 10* | 1 | -6 | 3 | 3 | 0.1
COc1ccc(-c2[nH]nc3c2C(c2ccsc2)C(C#N)=C(N)O3)cc1 (stereo not given) | 0.76 | -3 | -10 | 3 | -14 | 20 | 1 | 0.4
CCOC(=O)N1CCN(C(=O)CCCn2nnnc2CN2CCC(C)CC2)CC1 | 1.1 | 0 | -1 | 2 | 13 | 12 | -13 | 1.3
O=C(NCC(c1ccc(F)cc1)N1CCOCC1)c1cc(F)c(F)c(F)c1F (stereo not given) | 1 | -3 | -3 | 0 | -3 | 2 | 0 | 0.1
O=[N+]([O-])c1cc(S(=O)(=O)N2CCCCC2)ccc1NCc1cccc(Cl)c1 | 0.77 | -1 | 0 | 1 | 10 | 26 | -8 | 2.6
CC(C)c1nnc(SCC(=O)Nc2ccc3c(c2)OCO3)n1C | 0.91 | -9 | 2 | 2 | 0 | 25 | -5 | -4.3
CN(CCc1ccccn1)C(=O)CC1C(=O)NCCN1Cc1cccc(F)c1 (stereo not given) | 1.2 | 3 | 1 | -21 | 4 | -118 | -10 | -0.6
CNC(=S)NNC(=O)Cc1ccc(OC)cc1 | 1.1 | -7 | 1 | 0 | 3 | 17 | -12 | 0.0
O=C(CCCO)NC1Cc2ccccc2C1 | 0.94 | -9 | 1 | 1 | -6 | 12 | -3 | 0.9
CCC(=O)Nc1ccc(NC(=S)Nc2ccccc2)cc1 | 0.9 | 1 | 4 | 1 | 15 | 27 | 7 | -1.3
O=c1c2ccccc2oc2cc(NCCCN3CCOCC3)ccc12 | 1.1 | -14 | -2 | -30 | -9 | i | 7 | 0.1
Cc1cccc(Cc2c(C)nc3nc(SCC(=O)O)nn3c2C)c1 | 0.92 | -1 | -5 | 2 | -1 | 15 | -1 | -1.2
C/C(=N\NC(=O)c1cccc(S(=O)(=O)Nc2ccc(C)cc2C)c1)c1ccncc1 | 1 | -1 | 3 | 1 | 2 | 3 | -7 | -0.8
COc1ccc(S(=O)(=O)n2nc(OC(C)=O)cc2N)cc1 | 0.98 | -1 | 2 | 5 | 7 | 12 | -17 | -1.6
CC1CN(C(=O)CCC(=O)NCc2cccnc2)c2ccccc2O1 (stereo not given) | 0.94 | -4 | -1 | 4 | -1 | 10 | -9 | 0.6
COc1ccccc1NC(=O)CN1CCN(C(=O)C2CCCO2)CC1 (stereo not given) | 1.1 | 2 | 7 | 0 | -1 | -1 | 4 | -0.4
CCCn1c(C)cc(C(=O)COc2ccc(-c3nnco3)cc2)c1C | 1.2 | -26 | -2 | -2 | -10 | -10 | 28 | -3.2
O=C(Nc1ccnn1C1CCN(Cc2ccc(C#CCCO)cc2)CC1)c1cccc(F)c1 | 0.92 | -14 | -1 | 3 | -12 | 23 | 4 | 0.4
CC(=O)Nc1ccccc1OCCOc1ccc(Br)cc1 | 1.2 | 17 | 1 | -1 | -1 | 15 | -7 | 17
CN1CCC(=NNC(=O)C(=O)NCc2ccccc2)CC1 | 0.91 | -31 | -1 | 0 | -6 | 15 | 9 | -0.9
CCOc1ccc(NC(=O)[C@@H](NC(=O)c2ccccc2Br)C(C)C)cc1 | 0.92 | -7 | -1 | 2 | -11 | 8 | 2 | -1.2
CCN(CC(=O)Nc1ccc(NC(C)=O)cc1)C(=O)c1cccc(Oc2ccccc2)c1 | 0.83 | -14 | -1 | 2 | -10 | 10 | 2 | 0.7
Cc1cccc(-n2c(SCc3ccc(C#N)cc3)nnc2-c2c[nH]c3ccccc23)c1 | 1 | 8 | -2 | 2 | 51* | 14 | 1 | 3.7
Cc1csc(/N=C/c2ccc([N+](=O)[O-])cc2)n1 | nt | nt | -8 | 2 | 8 | 21 | 20 | -1.4
CCCCc1c(C)[nH]c2nc3ccccc3n2c1=O | 0.94 | -12 | 3 | 0 | 1 | -233 | -14 | 1.8
COC(=O)CCC(=O)Nc1ccc(S(=O)(=O)N2CCCCCC2)cc1 | 1.2 | 3 | 2 | -1 | -12 | 10 | 20 | 1.3
COc1ccccc1N=Nc1c(O)[nH]c2ccc(Br)cc12 | 0.8 | 8 | -1 | 38 | 1 | 29 | 4 | 1.9
Cc1noc(C)c1NC(=O)Nc1ccc2c(c1)C(=O)N([C@@H](C)CO)C[C@@H](C)[C@@H](CN(C)Cc1ccc3c(c1)OCO3)O2 | 1.1 | -26 | -3 | 0 | -2 | -23 | -2 | 7.1
CN(CC1CCCN(CCc2cccc(C(F)(F)F)c2)C1)C(=O)c1ccc2nc[nH]c2c1 (stereo not given) | 0.92 | -7 | 1 | -2 | -7 | 18 | 35 | -0.8

Entries of single compounds, quoted from the list.
`O=C(NCC(c1ccc(F)cc1)N1CCOCC1)c1cc(F)c(F)c(F)c1F` (stereo not given) in the list: hIAP act: 1; SENP6 inh: -3; GRIN3A LBD mod: -3; SENP1 FRET inh: 0; ATG4B inh: -3; SENP8 block: 2; PfGluPho inh: 0; MPTP block: 0.1
`COc1ccccc1N=Nc1c(O)[nH]c2ccc(Br)cc12` in the list: hIAP act: 0.8; SENP6 inh: 8; GRIN3A LBD mod: -1; SENP1 FRET inh: 38; ATG4B inh: 1; SENP8 block: 29; PfGluPho inh: 4; MPTP block: 1.9
`O=[N+]([O-])c1cc(S(=O)(=O)N2CCCCC2)ccc1NCc1cccc(Cl)c1` in the list: hIAP act: 0.77; SENP6 inh: -1; GRIN3A LBD mod: 0; SENP1 FRET inh: 1; ATG4B inh: 10; SENP8 block: 26; PfGluPho inh: -8; MPTP block: 2.6

Exported as tab-separated lines: three of the compounds above
Compound	hIAP act	SENP6 inh	GRIN3A LBD mod	SENP1 FRET inh	ATG4B inh	SENP8 block	PfGluPho inh	MPTP block
COc1ccccc1NC(=O)CN1CCN(C(=O)C2CCCO2)CC1 (stereo not given)	1.1	2	7	0	-1	-1	4	-0.4
CCCn1c(C)cc(C(=O)COc2ccc(-c3nnco3)cc2)c1C	1.2	-26	-2	-2	-10	-10	28	-3.2
CN1CCC(=NNC(=O)C(=O)NCc2ccccc2)CC1	0.91	-31	-1	0	-6	15	9	-0.9

Next section:
SMILES | hIAP act | SENP6 inh | GRIN3A LBD mod | SENP1 FRET inh | ATG4B inh | SENP8 block | PfGluPho inh | MPTP block
CC(=O)c1cc(CC=C(C)C)c(O)cc1O | 1 | -15 | 0 | 1 | 1 | 13 | -12 | 3.2
COc1ccc(CC(=O)OCC(=O)NC2CCCC(C)C2C)cc1 (stereo not given) | 1.1 | 2 | 1 | 3 | 2 | 5 | 4 | -1.3
COc1ccc(N2CCN(C(=O)c3cc4cc(Cl)ccc4[nH]3)CC2)cc1 | 1.1 | -3 | -5 | 0 | -7 | 0 | 3 | 1.5
C[C@H](NC(=O)c1[nH]cnc1C(=O)Nc1ccccc1F)c1ccccc1 | nt | nt | nt | 1 | nt | 9 | 12 | 0.2
C/C(=N/NC(=O)C1CCCN1C(=O)c1ccc([N+](=O)[O-])cc1)c1ccc(Br)cc1 (stereo not given) | 0.97 | 9 | 0 | 3 | -4 | 8 | -1 | -1.2
COc1cccc(CCNC(=O)CC2C(=O)NCCN2Cc2ccc(C)o2)c1 (stereo not given) | 1 | 8 | 0 | -23 | 22 | -22 | -9 | -2.9
COCCN(C(=O)c1cccc(N2C(=O)CCC2=O)c1)c1nc(-c2ccc([N+](=O)[O-])cc2)cs1 | 1.2 | -3 | -2 | 4 | -24 | 5 | 44 | -0.2
Cc1c(C(=O)N2CCCCC2)oc2ccc(Br)cc12 | 0.92 | 11 | -2 | -3 | 17 | -1 | 5 | 0.2
CCc1ccc(NC2=NC(C(=O)NC3CCCCC3)CC(=O)N2)cc1 (stereo not given) | 0.92 | 11 | -1 | -1 | -2 | 14 | -5 | 0.1
Cc1cccc(Nc2nnc(SCC(=O)NCC3CCCO3)s2)c1C (stereo not given) | 1.1 | -9 | 0 | 0 | -6 | 13 | 11 | 0.3
Cc1ccc(CNC(=O)CN2C(=O)COc3ccc(S(=O)(=O)N4CCC(C)CC4)cc32)o1 | 1.1 | 4 | 0 | 2 | -7 | 11 | 5 | -1.6
O=c1c2ccccc2c(=O)n(-c2ccccc2)n1CCCCBr | 0.86 | -12 | 1 | 1 | 7 | 9 | 2 | 1.8
COc1ccc(S(=O)(=O)N2CCc3ccccc32)cc1C(=O)N1CCOCC1 | 0.98 | 12 | -1 | 3 | 3 | 2 | 1 | -0.2
COc1cc(O)ccc1C(=O)CCc1ccc(O)cc1 | 1.1 | 0 | -5 | 0 | 0 | 21 | -24 | 0.8
COc1cc(C(=O)OCC(=O)N(CC(C)C)C2CCS(=O)(=O)C2)ccc1OCC(C)C (stereo not given) | 0.98 | 4 | 7 | 0 | -3 | 3 | -6 | -3.0
CCOc1cc(C(=O)NN=C2CCCC2)cc(OCC)c1OCC | 1.1 | -1 | 1 | 2 | -2 | 2 | -9 | -0.6
CCOc1ccc(NC(=O)CC2C(=O)N(C)C(=S)N2Cc2ccc3c(c2)OCO3)cc1 (stereo not given) | 1.1 | 7 | 12* | 1 | -6 | 26 | -5 | -4.7
CCCCOC(=O)c1cc(-c2ccc(/C=N/n3cnnc3)o2)ccc1Cl | 0.79 | 17 | -1 | -6 | -25 | -76 | 4 | 0.0

Looked up one by one from the entries so far (3):
SMILES | hIAP act | SENP6 inh | GRIN3A LBD mod | SENP1 FRET inh | ATG4B inh | SENP8 block | PfGluPho inh | MPTP block
Cc1c(C(=O)N2CCCCC2)oc2ccc(Br)cc12 | 0.92 | 11 | -2 | -3 | 17 | -1 | 5 | 0.2
COc1cc(C(=O)OCC(=O)N(CC(C)C)C2CCS(=O)(=O)C2)ccc1OCC(C)C (stereo not given) | 0.98 | 4 | 7 | 0 | -3 | 3 | -6 | -3.0
Cc1cccc(Nc2nnc(SCC(=O)NCC3CCCO3)s2)c1C (stereo not given) | 1.1 | -9 | 0 | 0 | -6 | 13 | 11 | 0.3
